# SENP1 FRET inh: human SENP1 catalytic domain inhibitors, primary screen, biochemical, FRET, uHTS | Sentrin-specific protease 1 (Homo sapiens), Q9P0U3 | 0.21% of 360,000 active | inhibition, % at 10 µM | recombinant SENP1 catalytic domain, CyPet-SUMO1-YPet FRET cleavage;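 active means inhibition at least 30% at 10 µM, raw YFP signal under a set limit, fluorescence ratio 0.5 to 1.5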;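 further: 0% = enzyme with DMSO and 100% = no enzyme wells; some results filed as inactive read as strong as hits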
# Target sequence (Q9P0U3 419-644 limits assumed): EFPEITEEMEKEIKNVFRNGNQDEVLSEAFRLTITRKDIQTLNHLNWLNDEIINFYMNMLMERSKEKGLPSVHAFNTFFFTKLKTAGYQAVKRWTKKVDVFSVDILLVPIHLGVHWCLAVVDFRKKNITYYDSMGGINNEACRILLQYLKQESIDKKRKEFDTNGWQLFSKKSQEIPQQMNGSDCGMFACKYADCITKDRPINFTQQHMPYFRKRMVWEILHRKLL
#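 System: Recombinant human SENP1 catalytic domain, His6-tagged | Incubation: Enzyme reaction for 50 min at room temperature, dark | Medium: Tris pH 8 with BME, BSA, NP40 and catalase | Also added: 25 nM SUMO1 FRET substrate | Compound: 10 µM single point, 0.5% DMSO | Measured by: FRET fluorescence in CFP and YFP emission channels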
# SENP8 block: human SENP8 protease inhibitors, primary screen, biochemical, fluorescence, Nedd8 protein substrate, uHTS. recombinant SENP8. Sentrin-specific protease 8 (Homo sapiens), Q96LD8. inhibition, % at 20 µM. 0.64% of 360,000 active; in the data active means inhibition mostly above about 40%, no sharp cut-off; inactive means mostly below about 27%
# Target sequence (Q96LD8 whole entry, looked up): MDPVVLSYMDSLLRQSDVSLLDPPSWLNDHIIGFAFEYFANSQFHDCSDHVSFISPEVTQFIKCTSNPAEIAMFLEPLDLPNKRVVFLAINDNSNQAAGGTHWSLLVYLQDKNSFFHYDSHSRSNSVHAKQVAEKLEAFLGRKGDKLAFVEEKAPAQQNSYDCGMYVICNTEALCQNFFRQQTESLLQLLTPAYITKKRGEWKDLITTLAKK
# MPTP inh: mitochondrial permeability transition pore inhibitors, primary screen, biochemical, isolated mouse mitochondria, absorbance | Ca2+ swelling absorbance, 30 min | inhibition, % at 10 µM | 1.4% of 360,000 active;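 active means inhibition of 50% or more, scaled per plate between neutral and stimulator controls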;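 further: 0% = DMSO wells given calcium and 100% = 1 mM EGTA wells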
# PfGluPho inh: PfG6PD enzyme inhibitors, primary screen, biochemical, fluorescence intensity, uHTS | glucose-6-phosphate dehydrogenase-6-phosphogluconolactonase (Plasmodium falciparum 3D7) | 0.78% of 350,000 active | inhibition, % at 20 µM | PfGluPho enzyme, NADPH resazurin-diaphorase fluorescence | AID 504690, 2011;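 active means inhibition reaching at least a set limit at 20 µM in the primary screen, cut at about 59% in these data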;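 further: 0% = DMSO wells with substrate and 100% = DMSO wells lacking glucose-6-phosphate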
# NR3A LBD binder: binders of NR3A ligand-binding domain, primary screen, biophysical, differential scanning fluorimetry, uHTS; Glutamate receptor ionotropic, NMDA 3A (GRIN3A) ligand-binding domain; NR3A LBD differential scanning fluorimetry, Tm shift; 0% = protein alone, 100% = glycine-bound protein; Tm shift relative to glycine control, % at 25 µM; 2.5% of 340,000 active; AID 1259313, 2017;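 active means melting temperature shift of at least 10% of the positive control shift, at one fixed dose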
# hIAP act: human IAP activators, primary screen, biochemical, luminescence, uHTS; Intestinal-type alkaline phosphatase (Homo sapiens), P09923; purified human IAP, CDP-Star luminescence, 30 min; hits give high values; 1 = vehicle-only enzyme, 0 = enzyme-free background; 0.16% of 330,000 active; activation factor at 10 µM;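 active means activation factor of the enzyme at least 2-fold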; further: the source names both 10 and 20 µM as test concentration; values of inactives mirror those of a sister screen read the other way
# SENP6 inh: SENP6 protease inhibitors, primary screen, biochemical, luminescence, uHTS; 1.8% of 330,000 active; Sentrin-specific protease 6 (Homo sapiens), Q9GZR1; Recombinant SENP6 catalytic domain, aminoluciferin luminescence; inhibition, % at 10 µM;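 active means inhibition above about 50% at the single tested dose, limit read from the data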;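 further: plate controls were DMSO wells with enzyme for no effect and DMSO wells lacking enzyme for full effect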
# Target sequence (Q9GZR1 628-1112 limits assumed): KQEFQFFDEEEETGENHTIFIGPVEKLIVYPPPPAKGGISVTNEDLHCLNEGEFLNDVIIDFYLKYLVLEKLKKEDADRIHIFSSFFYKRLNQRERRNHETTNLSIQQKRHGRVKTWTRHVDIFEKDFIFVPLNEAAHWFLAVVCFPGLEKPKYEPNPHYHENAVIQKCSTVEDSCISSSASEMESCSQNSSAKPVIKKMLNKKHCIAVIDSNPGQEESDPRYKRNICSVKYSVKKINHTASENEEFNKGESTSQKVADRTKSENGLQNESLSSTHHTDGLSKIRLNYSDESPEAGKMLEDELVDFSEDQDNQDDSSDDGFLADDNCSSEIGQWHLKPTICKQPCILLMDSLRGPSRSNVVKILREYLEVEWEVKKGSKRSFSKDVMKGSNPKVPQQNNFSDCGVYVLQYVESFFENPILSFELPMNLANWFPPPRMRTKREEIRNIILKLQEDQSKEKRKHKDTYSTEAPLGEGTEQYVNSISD
# ATG4B inh: ATG4B protease inhibitors, primary screen, biochemical, fluorescence, uHTS; Cysteine protease ATG4B (Homo sapiens), Q9Y4P1; ATG4B cleavage of LC3-PLA2, NBD-HPC fluorescence, 1 h; inhibition, % at 8.33 µM; 0.51% of 340,000 active; AID 504462, 2011; in the data active means inhibition above about 40%
# Numbers without * were called inactive; . = no result given.
SMILES	SENP1 FRET inh	SENP8 block	MPTP inh	PfGluPho inh	NR3A LBD binder	hIAP act	SENP6 inh	ATG4B inh
Cc1nc(SCc2ccc(Br)cc2)[nH]c(=O)c1C	0	26	-1.0	4	1	0.99	-14	-6
COC(=O)c1cncn1Cc1ccccc1	1	-8	0.5	2	1	.	.	-11
CCn1c(C)nc2cc(S(=O)(=O)Nc3ccc(C)cc3)ccc21	-2	7	0.9	-14	0	1.2	-10	1
CCOC(=O)Cc1nnc(NC(=O)COc2ccc(OC)cc2)s1	-15	7	1.9	-12	-1	1.1	10	-1
CN(C)c1nnnn1-c1ccc(Cl)cc1	0	17	-0.5	0	-1	1.1	3	-4
COc1ccc(OC)c(C2C(C#N)=C(N)Oc3c2c(C)nn3-c2cccc(Cl)c2)c1 (configuration not stated)	-1	2	22	-20	-1	0.83	12	-2
O=C(c1ccccc1CCc1ccccc1)N1CCN(c2ccccn2)CC1	-1	6	0.5	-7	2	0.97	10	-5
O=C(OCc1ccccc1)c1cccnc1Cl	0	0	0.6	-3	-1	0.94	-12	-3
CCN1C(=O)C(=CC=CN(C)c2ccccc2)SC1=S	-31	62*	2.3	-5	.	.	.	.
CC12CC(NC(=O)N1c1cccc(C(=O)N3CCN(c4ccccc4F)CC3)c1)c1ccccc1O2 (configuration not stated)	0	22	-1.4	-6	-3	0.89	-2	-4
NC(=O)C1CCN(C(=O)c2ccc(F)c(S(=O)(=O)N3CCOCC3)c2)CC1	0	17	-1.1	15	0	1.1	-8	1
COc1ccc(N(CC(=O)Nc2cccc(N(C)S(C)(=O)=O)c2)S(=O)(=O)c2ccc(C)cc2)cc1	1	1	-0.3	-3	-9	1.2	-12	-16
CC(=O)Nc1ccc(S(=O)(=O)NCC2CCC(C(=O)NCCCN(C)Cc3ccccc3)CC2)cc1 (configuration not stated)	3	19	-0.9	-14	15*	0.92	-15	5
CN1N=C(C(=O)N=c2sc3ccccc3n2C)CCC1=O	-120	-38	-0.6	-14	0	.	.	-2
O=C(CN1C(=O)NC(c2ccccc2)(c2ccccc2)C1=O)NC1CCCCC1	-1	16	-2.9	1	1	1.1	-5	-1
Cc1cccc(/C=C2/S/C(=N/N=C3\CC4CCC3(C)C4(C)C)NC2=O)c1 (configuration not stated)	2	31	9.0	-16	-1	0.94	8	10
CC1CCCN(C(=O)CCc2ccccc2)C1 (configuration not stated)	3	13	-0.8	-1	-3	1.1	-15	2
CNc1c(NS(=O)(=O)c2ccc(F)c(Cl)c2)c(=O)oc2ccccc12	-1	3	0.7	18	-3	0.96	-2	-2
COc1ccc(C(=O)N2CC3(CC(c4cccc(NC(=O)COc5ccc(Cl)cc5)c4)=NO3)C[C@@H]2C(N)=O)cc1 (some centres not stated)	0	-3	0.1	4	-2	0.92	-18	-10
Fc1ccc(Nc2c3c(nc4ccccc24)CCC3)cc1	2	-100	70*	5	0	1.1	-14	13
COc1ccc(C(=O)Nc2ccc(-c3ccc(NC(=O)c4ccc(OC)cc4)c(OC)c3)cc2OC)cc1	-10	-227	1.8	-5	28*	0.9	-6	-2
S=C1NC(c2ccccc2)=NCN1c1ccc(Cl)cc1	0	30	-1.5	-4	1	1.1	-19	1
Cc1cc(C)c2nc(N(CCN(C)C)C(=O)c3ccc(S(=O)(=O)N(C)CC4CCCO4)cc3)sc2c1 (configuration not stated)	1	8	-0.2	24	0	1	-5	2
O=C(NN=C1CCCC1)c1cc(O)cc(O)c1	4	8	-0.1	-4	-2	1.1	-13	-4
CCN1C(=O)C(CC(=O)Nc2cc(C)ccc2C)SC1=Nc1ccc(S(N)(=O)=O)cc1 (configuration not stated)	0	14	-0.5	1	14*	1.1	-14	6
Cc1cc(NC(=O)CSCC(=O)OCC(=O)Nc2cc(C)c(C)cc2[N+](=O)[O-])no1	3	11	0.5	-6	-3	0.84	0	-13
CC(C)C[C@@H](C(=O)NCc1ccco1)N1C(=O)N2CCc3c([nH]c4ccccc34)[C@@]2(C)C1=O	-23	-5	-0.1	-5	-3	0.94	2	0
O=C(NCC1(N2CCOCC2)CCCCC1)c1cccc(S(=O)(=O)N2CCc3ccccc3C2)c1	0	11	1.3	-2	-1	0.94	24	0
O=C(CC(=O)c1ccccc1)Nc1ccc(Cl)cc1	1	-9	1.9	6	9	1	-15	2
CC(=O)c1c(N2CCN(C(=O)c3ccco3)CC2)nc(=S)n(-c2ccccc2)c1C	0	11	-1.2	5	1	1.1	-10	26
Cc1cc(C(=O)CCC(=O)Nc2ccc(C(N)=O)cc2)c(C)s1	0	13	-1.0	4	.	.	.	.
COc1cccc(CC(NC(C)=O)C(=O)NC2CCN(C(=O)c3ccncc3)CC2)c1OC (configuration not stated)	0	8	1.0	-6	-3	0.87	-3	12
C#CCOc1ccc(Cl)cc1/C=N/O	1	1	0.6	0	0	0.84	-8	-6
CCOc1ccc(CCNC(=O)CS(=O)Cc2nc(-c3ccc(OC)c(OC)c3)oc2C)cc1OCC (configuration not stated)	3	9	-1.1	4	-3	1.1	-17	-19
O=C(N/C(=C/c1ccccc1)C(=O)N1CCCCCC1)c1ccccc1	3	19	0.0	-7	0	0.96	1	2
CCc1nc2oc3cc(OC)ccc3c(=O)c2c(=O)n1Cc1ccco1	-87	-5	1.3	1	-4	1	-8	-6
CCN1C(=O)[C@H]2[C@@H](c3ccc(OC)cc3)N[C@]3(CCCN(Cc4ccc(F)cc4)C3=O)[C@H]2C1=O	3	5	0.0	-11	.	.	.	.
COc1ccccc1NC(=O)CSc1nc2nc(C)cc(C)c2c(=O)[nH]1	-2	0	-0.7	10	1	1	0	1
COc1ccccc1NC(=O)Cc1noc(CSc2n[nH]c(N)n2)n1	-3	6	-1.3	5	0	1.1	-22	9
Cc1ccccc1NC(=O)/C(C#N)=C/c1ccccc1C(F)(F)F	0	17	1.3	11	3	0.99	0	-3
COc1ccc(NC(=O)CCCn2cnc3ccccc3c2=O)c(OC)c1	2	5	1.6	1	-2	0.95	-28	-1
Cc1ccc(SC(c2ccccc2)C(Cn2cncn2)C(=O)c2ccccc2)cc1 (configuration not stated)	0	22	0.4	-13	2	1.2	-1	-12
Cc1ccc(S(=O)(=O)N2CCN(C(=O)COC(=O)c3ccccc3Cl)CC2)c(C)c1	4	3	-0.8	2	2	1	-13	1
CCOC(=O)N1CCC(NC(=O)CCCN2C(=O)CSc3ncccc32)CC1	0	16	-3.1	-4	2	1	-14	4
COc1ccc(OC)c(S(=O)(=O)N2CCCC(C)C2)c1 (configuration not stated)	1	28	0.8	-19	3	0.98	18	3
Nc1nc2ncc(C(=O)c3cc(F)ccc3O)cc2s1	-88	-20	3.0	3	0	0.84	-14	3
COc1ccc(Cl)cc1NC(=O)C1Cc2cc(S(=O)(=O)N3CCCC3)ccc2N1C(C)=O (configuration not stated)	-3	-1	1.5	2	-9	1	-6	-6
COc1ccc(C(=O)CC(Nc2ccc([N+](=O)[O-])cc2)c2ccc(Cl)cc2)cc1 (configuration not stated)	-3	16	28	-7	11*	0.94	3	1
COc1ccc(C(=O)N2CCN(C(=O)C3COc4ccccc4O3)CC2)cc1 (configuration not stated)	1	16	-0.8	-16	5	1	-8	-1
N#Cc1ccc(S(=O)(=O)NC2CC2)cc1	0	5	-2.2	2	0	1.1	6	-2

# Part of the list above, with each value named:
COc1ccc(C(=O)N2CCN(C(=O)C3COc4ccccc4O3)CC2)cc1 (configuration not stated)
- SENP1 FRET inh: 1
- SENP8 block: 16
- MPTP inh: -0.8
- PfGluPho inh: -16
- NR3A LBD binder: 5
- hIAP act: 1
- SENP6 inh: -8
- ATG4B inh: -1

CCOC(=O)N1CCC(NC(=O)CCCN2C(=O)CSc3ncccc32)CC1
- SENP1 FRET inh: 0
- SENP8 block: 16
- MPTP inh: -3.1
- PfGluPho inh: -4
- NR3A LBD binder: 2
- hIAP act: 1
- SENP6 inh: -14
- ATG4B inh: 4

Nc1nc2ncc(C(=O)c3cc(F)ccc3O)cc2s1
- SENP1 FRET inh: -88
- SENP8 block: -20
- MPTP inh: 3.0
- PfGluPho inh: 3
- NR3A LBD binder: 0
- hIAP act: 0.84
- SENP6 inh: -14
- ATG4B inh: 3

N#Cc1ccc(S(=O)(=O)NC2CC2)cc1
- SENP1 FRET inh: 0
- SENP8 block: 5
- MPTP inh: -2.2
- PfGluPho inh: 2
- NR3A LBD binder: 0
- hIAP act: 1.1
- SENP6 inh: 6
- ATG4B inh: -2

# More structures:
SMILES	SENP1 FRET inh	SENP8 block	MPTP inh	PfGluPho inh	NR3A LBD binder	hIAP act	SENP6 inh	ATG4B inh
CCCCCn1c(=O)[nH]c2cc(C(=O)NCc3ccc4c(c3)OCO4)ccc2c1=O	0	-125	1.7	-7	-4	0.89	-9	4
CCOC(=O)c1c(CN2CCOCC2)n(-c2ccccc2)c2cc(Br)c(O)cc12	1	7	4.6	48	-9	0.93	-13	15
COCCNC(=S)N1CCN(S(C)(=O)=O)CC1	1	3	-0.9	3	0	1.1	-14	2
COc1ccc(C(=O)NCc2nnc(SCC(=O)N3CCc4ccccc43)o2)cc1OC	-1	26	1.2	-17	0	1.1	-12	0
O=C(/C=C/c1c(Cl)nc2ccccn12)N1CCN(c2ccc(F)cc2)CC1	-1	7	2.9	24	-2	1.1	-6	-16
OCC[C@H]1C[C@H](O)[C@@H](O)[C@@]2(OCCCc3ccccc32)O1	1	8	-1.0	9	-3	1	3	-2
CC1c2nc3ccccc3n2C(CC(=O)NC2CC2)C(=O)N1Cc1ccccc1 (configuration not stated)	2	4	2.8	-9	-2	0.83	-3	14
Cc1sc2nnn(CC(=O)N3CCN(C(=O)c4ccco4)CC3)c(=O)c2c1C	-1	-23	-1.1	4	-1	0.83	9	-3
O=C(O)/C=C/c1ccc(S(=O)(=O)Nc2ccc(OCc3ccccc3)cc2)cc1	2	20	0.7	-53	-6	0.99	-24	6
CCCN1CCN(C(=O)c2cccc3c2C(=O)N(CCOC)C3)CC1	0	11	-1.5	1	2	0.93	-6	-7
Cc1cc(C)cc(N(CCC(=O)O)S(=O)(=O)c2ccc3ccccc3c2)c1	2	21	1.1	-13	-2	0.87	3	-6
O=C(c1ccc(CS(=O)c2cccc(Cl)c2)o1)N1CCCCCC1 (configuration not stated)	-1	7	-0.3	-4	-3	0.72	14	2
CCc1ccc(NC(=O)c2cc(C(C)C)on2)cc1	2	6	0.7	11	-1	0.98	35	9
CC(C)=CC(=O)Nc1nnc(-c2ccccc2)s1	-1	-45	-0.3	-4	1	0.93	3	1
O=C(COC(=O)c1ccc(S(=O)(=O)N2CCCCCC2)cc1)Nc1ccccc1C(F)(F)F	0	-2	0.1	-10	.	.	.	.
CCc1ccc2nc(N(CCCN(C)C)C(=O)c3ccc(S(=O)(=O)N4CCCc5ccccc54)cc3)sc2c1	0	6	1.5	25	-2	1.1	8	-4
C[C@H](CO)N1C[C@H](C)[C@@H](CN(C)Cc2ccc(-c3ccccc3)cc2)Oc2c(NS(=O)(=O)c3ccccc3)cccc2C1=O	0	14	0.3	3	-14	0.98	0	-14
COc1ccc(S(=O)(=O)N2CCN(C(=O)c3cc4c(s3)CCC4)CC2)cc1	-8	-74	0.0	18	3	1.1	-14	-4

# Compound activity deposited in PubChem by Sanford-Burnham Center for Chemical Genomics.
